FBW7 act: activators of human E3 ligase FBW7. actives 0.13% (n = 650,000). AlphaScreen FBW7–phospho-cyclin E peptide binding, activator screen. normalized activity (activation), % at 26.1 µM. Q969H0; in the data active means normalized activity above about 1.9%;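 further: purified mutant Fbw7 with reduced substrate affinity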
Target sequence (Q969H0 whole entry, looked up): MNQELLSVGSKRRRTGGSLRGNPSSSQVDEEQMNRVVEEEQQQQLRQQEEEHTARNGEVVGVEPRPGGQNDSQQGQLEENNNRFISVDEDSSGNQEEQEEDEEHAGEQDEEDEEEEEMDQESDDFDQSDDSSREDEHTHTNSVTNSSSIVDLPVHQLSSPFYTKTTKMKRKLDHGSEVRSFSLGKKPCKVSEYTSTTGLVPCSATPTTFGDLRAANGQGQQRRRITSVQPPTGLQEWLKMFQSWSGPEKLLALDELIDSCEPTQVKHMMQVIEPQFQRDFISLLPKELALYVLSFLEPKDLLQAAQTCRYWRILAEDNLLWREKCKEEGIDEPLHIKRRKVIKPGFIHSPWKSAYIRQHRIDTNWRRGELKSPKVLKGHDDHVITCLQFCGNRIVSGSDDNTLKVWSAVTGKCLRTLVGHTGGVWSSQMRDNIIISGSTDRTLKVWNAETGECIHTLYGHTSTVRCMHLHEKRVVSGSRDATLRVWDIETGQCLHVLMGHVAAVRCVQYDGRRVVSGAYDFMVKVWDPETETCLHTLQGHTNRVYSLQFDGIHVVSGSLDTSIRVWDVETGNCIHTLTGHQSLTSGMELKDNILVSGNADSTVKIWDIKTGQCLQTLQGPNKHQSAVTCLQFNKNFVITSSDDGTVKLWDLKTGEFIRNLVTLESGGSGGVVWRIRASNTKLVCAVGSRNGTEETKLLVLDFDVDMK
MITF inh: blocks human microphthalmia-associated transcription factor | O75030 | AlphaScreen MITF homodimerization, bead proximity signal | inhibition, % at 2.6 µM | actives 0.91% (n = 650,000) | AID 1259374; in the data active means inhibition above about 50%;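 further: 0% = vehicle wells with protein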
TEAD-YAP block: TEAD-YAP interaction inhibition. HEK-TIYL cells, TEAD-Gal4/YAP UAS-luciferase luminescence. inhibition, % at 9.12 µM. actives 1.4% (n = 640,000); in the data active means inhibition above about 32%;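 further: 0% = median of test compound wells and 100% = reference inhibitor wells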
GPR151 ag: activates the human receptor GPR151 | Q8TDV0 | PathHunter beta-arrestin GPR151 cells, luminescence | activation, % at 11.2 µM | AID 1508602 | actives 1% (n = 650,000); in the data active means activation above about 4.9%;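 further: 0% = median of compound wells and 100% = cells with positive control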
Numbers without * were called inactive.

mol,FBW7 act,MITF inh,TEAD-YAP block,GPR151 ag
Cc1ccc(C2CC(c3cccs3)=NN2C(=O)CSc2nnc(CNC(=O)c3ccccc3)n2C)cc1 (centres undefined),0.1,6,13,2.0
Cc1ccc(-c2noc(CCCC(=O)Nc3ccc(F)cc3)n2)cc1,0.0,-4,4,-1.3
CC(=O)c1ccc(Br)c(N)c1,0.1,-9,1,0.1
O=C(NCc1ccccc1)N1CCC(n2cnc3cccnc32)CC1,0.1,14,7,-0.8
O=C(/C=C/c1cccc([N+](=O)[O-])c1)NC(=S)Nc1ccccc1N1CCOCC1,-0.2,7,-5,-0.2
c1cncc(CN(Cc2ccc3c(c2)CCO3)C2CC2)c1,0.1,-5,-2,2.2
COc1ccc(NC(=O)c2ccc(F)c(S(=O)(=O)N3CCCCC3)c2)cc1,-0.3,5,-10,-1.6
NC(=O)C1CCN(Cc2cccc(Cl)c2Cl)CC1,0.0,7,8,-1.1
CC(C)NC(=O)N1CCC(C(=O)N(C)C(c2ccccc2)c2ccccn2)CC1 (centres undefined),0.0,-5,-9,2.0
COc1ccc(-c2cccc3c2OC(CNC(=O)c2ocnc2C)C3)nn1 (centres undefined),0.0,-10,-1,1.4
COC(=O)c1c(NC(=O)CCN2CC(C)OC(C)C2)sc2c1CCCC2 (centres undefined),-0.1,-16,1,0.7
CCOc1ccc(S(=O)(=O)N2CCSC2c2ccc([N+](=O)[O-])cc2)cc1 (centres undefined),0.1,11,11,0.7
CC1(C)CC(=O)c2sc(NC(=O)CCSc3ccccc3)nc2C1,-0.1,11,0,-0.7
COc1ccccc1OCCOCCOc1ccc(C=O)cc1,0.2,1,6,2.4
COC(CNc1ncnc2c1cnn2C)OC,0.0,14,-11,-1.2
Nc1nc(SCC(=O)N2CCN(S(=O)(=O)c3ccc(Cl)cc3)CC2)n[nH]1,-0.1,3,-5,0.7
O=C(NC(c1ccccn1)c1cccs1)C1CCN(C(=O)c2cccc(Cl)c2)CC1 (centres undefined),0.4,16,15,-0.8
Cc1ccc(NS(=O)(=O)c2ccc(NC(=O)c3ccc4c(c3)OCO4)cc2)cc1,0.0,3,8,-0.3
Cc1nc(CSc2ncnc3sc(C)c(C)c23)cs1,0.3,0,5,-1.4
COc1cc(Nc2ccc(NC(=O)CC(C)C)cc2)nc(C)n1,0.1,-19,7,0.9
COc1ccccc1CN1CCC2(CCC(CNC(=O)C#Cc3ccccc3)O2)CC1 (centres undefined),-0.2,-4,0,0.5
CCN1CCN(c2c(Cl)cccc2NS(=O)(=O)c2ccc(OC)cc2)CC1,0.0,-6,-7,-0.4
COC(=O)c1sc(NC(=S)NCc2ccc3c(c2)OCO3)c(C(=O)OC)c1C,1.0,19,16,-2.0
Cc1cc2nc(C3CCCN3C(=O)c3ccn[nH]3)[nH]c2cc1C (centres undefined),-0.1,0,-12,0.2
CC(C)N(CCNc1nc(-c2ccc(C(N)=O)cc2)nc2c1ncn2CCN1CCCC1=O)C(C)C,-0.1,9,-3,1.6
O=C(NCCN1CCCC1)c1cccc(CN(C(=O)c2nc3ccc(-c4cn[nH]c4)cc3s2)C2CC2)c1,1.0,34,10,-1.8
COc1ccccc1C1C(C(=O)OC(C)C)=C(C)NC2=C1C(=O)CC(c1ccc(Cl)cc1)C2 (centres undefined),0.4,-2,-17,-0.4
O=[N+]([O-])c1ccc(S(=O)(=O)N2CCN(c3ccc4nncn4n3)CC2)cc1,0.1,6,0,0.0
Cc1ccc(C(CC(=O)N2CCCC2)c2ccco2)cc1 (centres undefined),-0.2,6,2,0.6
c1ccc2sc(CN3CCOc4ccc(CN5CCOCC5)cc4C3)cc2c1,0.0,0,5,-0.9
Cc1ccccc1NC(=O)/C=C/C(=O)O,0.2,-7,-4,0.4
Cc1ccc(N(C)S(=O)(=O)c2ccc3[nH]cc(C(=O)NCc4ccccn4)c(=O)c3c2)cc1C,0.6,10,-10,-0.4
Cc1cccc(-c2noc(COc3ccc(C)c(C)c3)n2)c1,0.3,-6,0,-0.2
COc1cc(C2Nc3ccccc3-c3nnc(SC)nc3O2)cc(Br)c1O (centres undefined),0.1,-15,2,0.8
COCCNCc1c(C(=O)O)n(Cc2ccccc2F)c2cc(OC)ccc12,0.3,9,3,3.5
COc1ccc(OC)c(NC(=O)c2sc3ncn(CC(=O)Nc4cccc(C(F)(F)F)c4)c(=O)c3c2C)c1,0.2,7,-3,0.4
O=C(NC1CCCCC1)C12CC3CC(C1)CC(C(=O)NC1CCCCC1)(C3)C2,0.0,6,-6,4.0
CCCOc1ccccc1-c1nc(SCCC(=O)O)n[nH]1,0.6,22,-4,-0.4
CC(C)NC(=O)C1CCN(C2CCN(Cc3nc4ccccc4s3)CC2)CC1,-0.1,1,15,-0.2
O=C(COc1ccc(Cl)cc1)Nc1ccc(N2CCN(C(=O)c3ccco3)CC2)cc1,0.1,6,17,-0.4
O=C(Nc1ccccn1)C(NS(=O)(=O)c1cccc2nsnc12)c1ccccc1 (centres undefined),0.4,10,3,-0.8
O=C(OCc1cccc([N+](=O)[O-])c1)c1ccncc1,0.1,6,-4,-1.8
O=C(Nc1nnc(C2CCCCC2)o1)c1ccc(Br)o1,0.0,34,-1,0.5
CCOc1ccccc1C1C(C#N)=C(N)Oc2n[nH]c(-c3ccccc3)c21 (centres undefined),0.1,16,-7,-0.2
CCN(CC)C(=O)C1CCCN(c2cc(NC3CCN(Cc4ccccc4)CC3)nc(N)n2)C1 (centres undefined),-0.2,5,-6,-2.0
C=CCNC(=O)c1ccc([N+](=O)[O-])cc1Cl,0.3,17,0,0.2
Cc1nc(NC2CCCC2)sc1-c1ccccc1,-0.2,-3,-74,0.2
CC1CN(C(=O)c2ccc(I)cc2)CC(C)O1 (centres undefined),0.6,-5,6,-0.8
O=C(c1ccc2c(=O)n(Cc3ccccc3Cl)c(=S)[nH]c2c1)N1CCCC1,0.0,5,-2,0.4
Cc1ccc(C(=O)N/C(=C/c2cccnc2)C(=O)NCc2ccco2)cc1,0.1,19,-3,1.9

The results go on.
mol,FBW7 act,MITF inh,TEAD-YAP block,GPR151 ag
CC(C)(C)CNc1cc(N2CCN(S(=O)(=O)c3ccccc3)CC2)ccc1[N+](=O)[O-],-0.1,-16,0,3.9
CO/N=C(\C(=O)O)c1cn2cccnc2n1,-0.1,2,0,0.4
COc1ccc([N+](=O)[O-])cc1NC(=O)[C@H](C)NC(N)=O,-0.1,-8,3,1.2
COc1cccc(-n2nc(C(=O)NCc3cccnc3)c3ccccc3c2=O)c1,0.0,6,9,1.0
CCc1ccccc1-n1nnc(-c2nc(-c3ccncc3)no2)c1N,0.1,4,-56,-0.5
O=C(O)CCCCCN1C(=O)C(O)=C(C(=O)/C=C/c2ccccc2)C1c1ccc2c(c1)OCO2 (centres undefined),-0.2,-17,-2,0.1
O=C(NCc1ccc(-c2ccncc2)cc1)C1COc2ccccc2O1 (centres undefined),-0.1,-2,-24,-0.2
Cc1ccc2sc(=NC(=O)c3ccn(C)n3)n(C)c2c1C,-0.2,-6,-9,0.3
CCOC(=O)c1sc(NC(=O)C(C)Sc2nnc(CNC(=O)c3ccccc3OC)n2C)c(C(=O)OCC)c1C (centres undefined),0.0,8,6,0.1
O=C(Nc1ccc(Oc2ccccc2)cc1)c1cc(NCCCN2CCCC2=O)nc2ccccc12,-0.1,11,4,3.5
Cc1ccc(S(=O)(=O)C(CNS(C)(=O)=O)c2ccco2)cc1 (centres undefined),0.2,5,2,-0.3
Cc1ccc(-c2cc(-c3ccc(F)cc3)c(C#N)c(N)n2)o1,0.2,1,10,-0.5
CCCc1cc(=O)oc2cc(OCc3cc(C)ccc3C)ccc12,0.0,5,-3,0.7
O=C1NC2(CCN(C(=O)CCc3nc4ccccc4s3)CC2)Nc2ccccc21,0.1,4,-8,-0.4
CCn1c(C)cc2c(c1=O)C(c1ccc(Cl)cc1Cl)C(C(=O)OC)=C(N)O2 (centres undefined),-0.1,20,-10,-0.9
COc1cccc(C(=O)Nc2c3c(nn2-c2cccc(C)c2C)CS(=O)(=O)C3)c1,0.5,9,10,-0.3
COc1ccc(S(=O)(=O)c2c[nH]c3ccccc3c2=O)cc1,0.0,0,-4,-0.3
COc1ccccc1N=Cc1c(O)n(-c2ccc(F)cc2)c(=O)[nH]c1=O,-0.1,3,6,0.8
COc1ccccc1C(=O)N1CCC(C(=O)NC(c2cccs2)c2ncccc2C)CC1 (centres undefined),0.1,-12,1,-0.4
CCOC(=O)c1[nH]c(I)c(C(=O)OCC)c1C,0.1,-117,-2,-0.4
COC(=O)c1cc(NS(=O)(=O)c2ccc(N3CCOCC3)c(N)c2)cc(C(=O)OC)c1,-0.1,-7,-7,0.6
O=C(CN1C(=O)S/C(=C\C=C\c2ccccc2)C1=O)N1CCCCC1,0.1,4,-2,-0.5
COc1ccc(/C=C2\SC(=Nc3cccc4ccccc34)NC2=O)c(OC)c1,-0.1,15,59*,-1.3
CCOC(=O)C1=C(C)N=c2s/c(=C\c3ccc(-c4cccc(Cl)c4)o3)c(=O)n2C1c1cccc(OC)c1 (centres undefined),-0.1,-3,13,0.6
O=C(NCc1cccnc1)c1ccc(NC(=O)c2cccs2)cc1,0.1,28,-12,-1.2

One compound at a time, from the list above. Screens in order: FBW7 act | MITF inh | TEAD-YAP block | GPR151 ag
CC(C)(C)CNc1cc(N2CCN(S(=O)(=O)c3ccccc3)CC2)ccc1[N+](=O)[O-] across the screens: -0.1 | -16 | 0 | 3.9
COc1ccc(S(=O)(=O)c2c[nH]c3ccccc3c2=O)cc1 across the screens: 0.0 | 0 | -4 | -0.3

Next part.
Compound	FBW7 act	MITF inh	TEAD-YAP block	GPR151 ag
N#CCc1nc(-c2ccc(O)c(C(N)=O)c2)cs1	-0.3	-2	5	2.1
Cc1cc(NC(=O)CC(C)(C)C)n(-c2nc3c(cnn3-c3ccc(C)c(C)c3)c(=O)[nH]2)n1	0.0	-11	8	-1.7
O=c1nc(NCc2ccccc2)ccn1-c1nc(-c2ccccc2)oc1-c1ccccc1	-0.2	-16	10	0.7
O=c1/c(=C/c2ccc([N+](=O)[O-])cc2)sc2nc3ccccc3n12	0.1	17	-4	-1.0
Cc1ccc(C(=O)N2CCc3[nH]c4ccccc4c3C2)cc1	-0.1	43	-5	-2.1
COc1nc(C)cc(C)c1S(=O)(=O)c1ccccc1	0.1	2	8	1.6
CC(C)N(CCNC(=O)c1ccnc(Nc2ccc(-n3ccnc3)cc2)c1)C(C)C	-0.1	6	-2	-0.4
Cc1cc(Br)ccc1NC(=O)COc1ccc(Cl)cc1C1CCCCC1	-0.2	-6	-3	-0.9
O=C(Nc1ccc(C(F)(F)F)cc1)c1cc(S(=O)(=O)N2CCCc3ccccc32)ccc1F	0.0	4	0	0.6
COc1cc(C2=N/C(=C\c3ccc(SC)cc3)C(=O)O2)cc(OC)c1OC	-0.1	14	11	0.2
O=C(O)CSc1cccc(C(=O)Nc2ccc(Br)cc2)c1	0.0	-13	10	-0.5
CCOC(=O)c1cc2c(=O)n3ccccc3nc2n(CC2CCCO2)c1=NC(=O)c1cccs1 (centres undefined)	-0.1	5	2	-0.2
CC(C)(C)OC(=O)N1CC=C2C(C#N)=C(N)C(C#N)(C#N)C(c3ccc(Cl)cc3)C2C1 (centres undefined)	0.0	-5	-4	-0.6
Cc1ccc(C2(O)C[n+]3ccccc3N2C(C)C)cc1 (centres undefined)	0.0	-2	9	-1.1
O=C1OCCN1CC(=O)N1CCc2c([nH]c3ccccc23)C1c1cc(F)ccc1F (centres undefined)	0.0	-3	-37	-0.9
CCOC(=O)c1ccc(CN(Cc2ccccc2C)S(=O)(=O)c2ccc3c(c2)OCCO3)cc1	-0.1	2	-1	1.4
O=C(NCc1ccccc1)c1ccc2nc(NC3CCN(Cc4ccccc4)CC3)sc2c1	0.1	-4	-11	1.6
CCCCCC(=O)Nc1cccc(C(=O)O)c1	0.0	5	-50	2.8

A second format for some results above:
Fields: FBW7 act | MITF inh | TEAD-YAP block | GPR151 ag
COc1nc(C)cc(C)c1S(=O)(=O)c1ccccc1
  0.1 | 2 | 8 | 1.6
CC(C)N(CCNC(=O)c1ccnc(Nc2ccc(-n3ccnc3)cc2)c1)C(C)C
  -0.1 | 6 | -2 | -0.4
Cc1cc(Br)ccc1NC(=O)COc1ccc(Cl)cc1C1CCCCC1
  -0.2 | -6 | -3 | -0.9
O=C(Nc1ccc(C(F)(F)F)cc1)c1cc(S(=O)(=O)N2CCCc3ccccc32)ccc1F
  0.0 | 4 | 0 | 0.6
COc1cc(C2=N/C(=C\c3ccc(SC)cc3)C(=O)O2)cc(OC)c1OC
  -0.1 | 14 | 11 | 0.2
O=C(O)CSc1cccc(C(=O)Nc2ccc(Br)cc2)c1
  0.0 | -13 | 10 | -0.5
CCOC(=O)c1cc2c(=O)n3ccccc3nc2n(CC2CCCO2)c1=NC(=O)c1cccs1 (centres undefined)
  -0.1 | 5 | 2 | -0.2
CC(C)(C)OC(=O)N1CC=C2C(C#N)=C(N)C(C#N)(C#N)C(c3ccc(Cl)cc3)C2C1 (centres undefined)
  0.0 | -5 | -4 | -0.6
Cc1ccc(C2(O)C[n+]3ccccc3N2C(C)C)cc1 (centres undefined)
  0.0 | -2 | 9 | -1.1
O=C1OCCN1CC(=O)N1CCc2c([nH]c3ccccc23)C1c1cc(F)ccc1F (centres undefined)
  0.0 | -3 | -37 | -0.9
CCOC(=O)c1ccc(CN(Cc2ccccc2C)S(=O)(=O)c2ccc3c(c2)OCCO3)cc1
  -0.1 | 2 | -1 | 1.4

Screening results: PubChem, The Scripps Research Institute Molecular Screening Center
